Source: PubChem
NR2E3 ag – NR2E3 (human) agonism. 320,000 tested, 0.12% active. GST-NR2E3/biotin-RetCOR TR-FRET, 1536-well. AID 2300. inhibition of corepressor binding, % at 4.78 µM;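 active means percent inhibition above the cutoff of mean plus 3 SD of all tested compounds, set per screening campaign, cut at about 20% in these data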;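 further: 0% = DMSO wells and 100% = biotin wells as full block of FRET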
Target sequence (Q9Y5X4 whole entry, looked up): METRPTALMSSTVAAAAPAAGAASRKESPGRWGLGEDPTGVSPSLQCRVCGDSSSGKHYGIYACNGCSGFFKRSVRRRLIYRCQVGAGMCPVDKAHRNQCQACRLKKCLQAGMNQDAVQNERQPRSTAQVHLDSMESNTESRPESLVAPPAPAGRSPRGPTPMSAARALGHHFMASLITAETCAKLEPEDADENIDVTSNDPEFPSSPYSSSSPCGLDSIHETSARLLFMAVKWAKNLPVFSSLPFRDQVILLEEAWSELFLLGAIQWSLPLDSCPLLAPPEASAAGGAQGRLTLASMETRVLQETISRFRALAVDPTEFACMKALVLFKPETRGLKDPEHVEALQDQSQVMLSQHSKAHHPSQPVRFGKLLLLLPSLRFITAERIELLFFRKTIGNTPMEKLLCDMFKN
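Material: NR2E3–RetCOR corepressor complex | Quantity: 1.35 nM GST-tagged NR2E3 final | Schedule: 5 h at 4 °C | Replication: Singlicate compound wells | Reagent: RetCOR corepressor, biotinylated, 7 nM | Controls: Biotin wells as high control, 0.6% DMSO wells as low control | Signal: TR-FRET, Eu(K)-anti-GST donor, streptavidin-D2 acceptor, ex 340, em 617/671 nm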
Active calls of the source: *.

Structure	NR2E3 ag
Cc1cc(N2CCCC2)nc(N2C3CCC2CC(O)(c2ccc(F)cc2)C3)n1 (configuration not stated)	1
O=C1c2ccccc2C(=O)C1C1=Nc2ccccc2NC(c2ccccc2)C1 (configuration not stated)	2
Cn1c(=O)c(C(=O)COC(=O)c2cc(-c3ccccc3)nc3ccccc23)c(N)n(Cc2ccccc2)c1=O	-1
Cc1ccc(-n2[nH]c(C)c(C=Nc3ccc(S(=O)(=O)Nc4nccs4)cc3)c2=O)cc1	-1
Cc1cc(C)nc(N/N=C/C2=C(O)CC(c3ccccc3)CC2=O)n1 (configuration not stated)	-1
COC(=O)c1sc(NC(=O)c2cnccn2)c(C(=O)OC)c1C	3
NNc1nnnc2c1sc1nc(N3CCOCC3)c3c(c12)CCCC3	1
Cc1ccc(S(=O)(=O)N2CCC(=O)N(CCOC(=O)NCc3ccccc3)CC2)cc1	4

2 successive compounds from above, for reference:
Structure	NR2E3 ag
Cc1cc(N2CCCC2)nc(N2C3CCC2CC(O)(c2ccc(F)cc2)C3)n1 (configuration not stated)	1
O=C1c2ccccc2C(=O)C1C1=Nc2ccccc2NC(c2ccccc2)C1 (configuration not stated)	2

(list continues)
Structure	NR2E3 ag
CCOc1ccc(OCCCCNCCN)cc1	3
Cc1nc(C(=O)NC2CCCCC2)sc1C1(C)CC(c2cccnc2)=NO1 (configuration not stated)	1
Nc1nc(-c2ccc(-n3nncc3-c3ccco3)cc2)cs1	5
CC(C)(C)NC(=O)C(c1ccco1)N(C(=O)Cn1nnc(-c2ccc(F)cc2)n1)c1ccccc1 (configuration not stated)	0
COc1cc(/C=C2\C(=N)N3N=C(S(C)(=O)=O)SC3=NC2=O)ccc1OS(=O)(=O)c1ccccc1	6
CCOc1cc(C(=O)N2CCc3cc(OC)c(OC)cc3C2)ccc1OC(F)F	-3
CSC1=C(C#N)C2(CCCC2)C(C#N)=C(N)N1	-1
C#CCOCCOCCOCCNc1nc(N2CCN(C(=O)[C@H](CCC(=O)O)n3cc(C(N)Cc4ccc(O)cc4)nn3)CC2)nc(N2CCN(C(=O)[C@H](CCC(=O)O)n3cc(C(N)CC(C)C)nn3)CC2)n1 (some centres not stated)	3

Remaining list, next part.
Structure	NR2E3 ag
Nc1c(C(=O)N/N=C/c2ccc([N+](=O)[O-])cc2)sc2nnc(-c3ccccc3)c(-c3ccccc3)c12	-1
Cc1ccc2cc(C)c3nnc(SCC(=O)N4CCCc5ccccc54)n3c2c1C	-2
O=C(NN1C(=O)/C(=C/c2cc([N+](=O)[O-])ccc2O)SC1=S)c1ccccc1O	4
CC[C@]12CCCN3CCc4c(n(c5ccccc45)C(=O)C1)C32 (some centres not stated)	-2
O=c1c2ccccc2nnn1CSc1nnc2sc3ccccc3n12	1
CCCCc1ccc(C2C(C#N)=C(N)SC(N)=C2C#N)s1	42*
CN(c1ccccc1)S(=O)(=O)c1ccc(C(=O)Nc2nnc(-c3ccc(F)cc3)o2)cc1	2
Cc1ccc(C)c(CN2C(=O)C3CCCN3c3ccc(S(=O)(=O)N4CCOCC4)cc32)c1 (configuration not stated)	3

The results go on.
Structure	NR2E3 ag
Cc1ccccc1Cn1ccc(=NCc2ccccc2)cc1	2
CCOc1ccc(S(=O)(=O)n2nnc3ccccc32)cc1C	-1
Cc1cccc(NC(=O)Cn2c([N+](=O)[O-])cnc2C)c1C	0
O=C(CSc1nnc(-c2ccc(Cl)cc2)n1-c1ccc(Cl)cc1)N/N=C/c1ccccc1C(=O)O	1
O=C(CSc1nc(-c2ccccc2F)nc2nc[nH]c12)Nc1c(Cl)cc(Cl)cc1Cl	-1
Cn1c2ccccc2c2nnc(SCc3nnc(-c4ccccc4)o3)nc21	0
NC(=O)[C@@H]1CCCNc2c(I)cc([N+](=O)[O-])cc2C(=O)N[C@@H](CCCN=C(N)N)C(=O)N[C@@H](CCCN=C(N)N)C(=O)N1	-1
CCOC(=O)N1CCN(Cc2cc(Cl)c3cccnc3c2O)CC1	1

Remaining list, next part:
Structure	NR2E3 ag
COCCCN1C(=O)C(=O)/C(=C(/O)c2ccc(OC(C)C)cc2)C1c1ccc(O)c(OC)c1 (configuration not stated)	5
COc1ccccc1C(=O)NCC(=O)NNc1ncnc(N)c1[N+](=O)[O-]	-3
Oc1c(Cl)cc(Cl)cc1Sc1cc(Cl)cc(Cl)c1O	3
CCOC(=O)c1cnc2c(C)cccc2c1Nc1ccc(N2CCOCC2)cc1	4
CCCCN(CC)S(=O)(=O)c1ccc(C(=O)Nc2nnc(-c3cccs3)o2)cc1	3
N/C(=N\OC(=O)COc1ccc2ccccc2c1Br)c1ccncc1	18
Cc1nc2cc(N3CCCCC3)c(NC(=O)c3ccncc3)cc2c(=O)n1Cc1ccc(Cl)cc1	0
CN1CCN(C(=O)C23CC4CC(CC(C4)C2)C3)CC1	4

Further structures:
Structure	NR2E3 ag
COC(C/C=C\C(=O)[C@@H](C)OCc1ccccc1)OC	-2
COc1ccc(CCNC(=O)c2coc(=O)c(Br)c2)cc1	3
C#CCOCCOCCOCCNc1nc(N2CCN(C(=O)CCCCCCCCCCNC(=O)[C@H]([C@@H](C)CC)n3cc(CCCCN=C(N)N)nn3)CC2)nc(N2CCN(C(=O)CCCCCCCCCCNC(=O)[C@H]([C@@H](C)CC)n3cc(CCCCN=C(N)N)nn3)CC2)n1	1
Cc1c(Cl)cccc1NC(=O)C1CCCCC1	3
Cc1ccc(C(=O)NC(C)c2nc3ccccc3n2CC(=O)Nc2c(C)cc(C)cc2C)cc1 (configuration not stated)	3
Cc1ccc2nc(NCC(N)=O)nc(-c3ccccc3)c2c1	-1
O=Cc1sc(N2CCOCC2)nc1-c1ccccc1	-2
Cc1nc2ccccn2c1/C(O)=C1\C(=O)C(=O)N(CCCN(C)C)C1c1ccc(F)cc1 (configuration not stated)	-1

Next section
Structure	NR2E3 ag
Cc1ccc(S(=O)(=O)Nc2ccccc2C(=O)NCC2CCCO2)cc1 (configuration not stated)	-1
c1ccc(-c2nc(Sc3ncnc4c3cnn4-c3ccccc3)n[nH]2)cc1	-1
CN(C)CC(O)COc1ccc(-c2ccc(C#N)cc2)cc1 (configuration not stated)	1
COc1cccc(-c2[nH]nc3c2C(c2ccc(C)o2)C(C#N)=C(N)O3)c1 (configuration not stated)	-2
CCc1ccc(-c2nn(-c3ccccc3)cc2CSC(=N)N)cc1	-6
COc1cc(/C=N/n2cnc3c(sc4nc(C)cc(C)c43)c2=O)ccc1O	-7
CC(=O)Nc1ccc(NC(=O)Cc2ccc(F)cc2)cc1	8
Cc1sc2ncnc(Sc3nc4ccccc4s3)c2c1C	-5

(next part)
| smiles | NR2E3 ag |
| --- | --- |
| CCCCCCN(C(=O)CCCCCN1C(=O)NC(c2ccc(-c3ccccc3)cc2)C(C(=O)OCc2ccccc2)=C1C)C(C(=O)NCCCC)c1ccc(OCC(=O)OC)c(C(=O)OC)c1 (configuration not stated) | 0 |
| Cc1ccc(C2=NCN(c3ccc(C(=O)O)cc3)C(=S)N2)cc1 | 0 |
| CC(C)[C@H](NC(=O)[C@H](CC(=O)O)NC(=O)[C@H](CCCCN)NC(=O)[C@@H](N)CCCN=C(N)N)C(=O)N[C@@H](Cc1ccc(O)cc1)C(=O)O | 3 |
| O=S(=O)(c1ccc(-c2ccon2)s1)N1CCN(c2ccncc2)CC1 | 1 |
| CCOC(=O)c1cc(-c2ccccc2)sc1NC(=O)c1ccc(OC)cc1 | -3 |
| CCOC(=O)c1[nH]c2ccc(OC)cc2c1NC(=O)CN1CCN(c2ccccn2)CC1 | 2 |
| COc1ccc(N/C(=C(/C(Cl)=C(Cl)Cl)[N+](=O)[O-])n2nnc3ccccc32)cc1OC | -1 |
| CC1(OC(=O)c2ccco2)C(=O)C=C2C=C(c3ccc(C#N)cc3)OC=C2C1=O (configuration not stated) | 1 |
| CCn1cc(C(=O)NC2CCC(C)CC2)c(=O)c2cc(S(=O)(=O)N3CCCCC3)ccc21 (configuration not stated) | 2 |
| CN(CC(=O)N1CCCCCC1)S(=O)(=O)c1ccc(Br)s1 | -1 |
| Cc1ccc(CCN2CC(C(=O)NCCN3CCOCC3)CC2=O)cc1 (configuration not stated) | 1 |
| O=C(CCc1ccccc1)Oc1ccccc1[N+](=O)[O-] | -2 |
| COc1cc([N+](=O)[O-])cc(/C=N/NC(=O)CSc2nnc(-c3ccccc3)n2C)c1O | 1 |
| COc1ccc(N2CCN(C(=O)c3ccc4c(c3)[nH]c(=S)n3c5ccccc5nc43)CC2)cc1 | 9 |
| CCc1ccccc1NC(=O)CSc1nc(-c2ccccc2)nn1C(=O)c1cccc([N+](=O)[O-])c1 | -1 |
| CCN1CCN(c2ccc(NC(=O)c3cnccn3)cc2)CC1 | 3 |
| CCOC(=O)C1=C(C)N(CCCC(=O)NCc2ccc3c(c2)OCO3)C(=O)NC1c1ccc(Br)cc1 (configuration not stated) | 2 |
| C(=C1/CCCC2=C1Nc1ncnn1C2c1ccccc1)/c1ccccc1 (configuration not stated) | -2 |
| Cc1ccc(NC(=O)c2cc3cc(OC(F)(F)F)ccc3[nH]2)cc1 | -2 |
| CCc1ccc(/C=C2/Sc3ccccc3N(CC(=O)NCCCOC)C2=O)cc1 | -4 |
| Cc1ccc(S(=O)(=O)/N=C2/NC(=O)/C(=C/c3ccncc3)S2)cc1 | 1 |
| CCn1cc(C(=O)Nc2ccc(C)cc2C)c(=O)c2ccc(C)nc21 | 3 |
| CCc1cc2c(=O)c(-c3ccc(F)cc3)c(C(F)(F)F)oc2cc1OCC(=O)O | 6 |
| Cc1cc(C)n(-c2nc(SCC(=O)O)c3c4c(sc3n2)CCCC4)n1 | 1 |
| CCN1CCCC1CN(Cc1cc2cc(C)cc(C)c2[nH]c1=O)C(=O)Nc1ccccc1OC (configuration not stated) | 2 |

(list continues)
| smiles | NR2E3 ag |
| --- | --- |
| Nc1ccc(Br)c2c1C(=O)c1ccccc1C2=O | -3 |
| CCN(CC)S(=O)(=O)c1ccc(NC(=O)c2nc3nc(C)cc(C)n3n2)cc1 | 0 |
| COc1cccc2[nH]c3c(N4CCN(Cc5ccc6c(c5)OCO6)CC4)ncnc3c12 | 3 |
| CC(=O)Nc1ccc(Cc2ccc3[nH]c(=O)cc(C)c3c2)cc1 | 0 |
| Cc1nn2c(N3CCN(C(=O)c4ccco4)CC3)cc(C(C)(C)C)nc2c1-c1ccccc1 | 0 |
| COc1cccc(-n2c(N)c(C#N)c3ccc([N+](=O)[O-])cc3c2=O)c1 | -3 |
| O=S(=O)(/N=C/c1c(O)ccc2ccccc12)c1cccs1 | -1 |
| O=C1CCCC(=O)N1c1ccc(N2CCN(c3ccc([N+](=O)[O-])cc3)CC2)c([N+](=O)[O-])c1 | 3 |
| COc1ccc(C(=O)N(C)C2CCN(C)CC2)cc1S(=O)(=O)Nc1cc(Cl)ccc1Cl | 2 |
| Clc1ccccc1CSc1nncn1-c1cccnc1 | 3 |
| COc1nccnc1NS(=O)(=O)c1ccc(N=Cc2c(C)[nH]n(-c3ccc(Cl)cc3)c2=O)cc1 | 1 |
| CCN1C(=NCc2cc(OC)c(OC)c(OC)c2)N[C@@H](c2ccccc2)[C@H](C(=O)OC)[C@H]1C | 1 |
| COc1cc(CNCCN2CCOCC2)ccc1OCc1c(Cl)cccc1Cl | 2 |
| O=S(=O)(c1ccc(F)cc1)N1CCCc2ccccc21 | -4 |
| Cc1sc2nc(-c3ccccc3)[nH]c(=O)c2c1-c1ccccc1 | -3 |
| O=C(Nc1ccc(Cl)cc1)[C@@H]1[C@@H]2C(=O)N(c3ccc(Cl)cc3Cl)C(=O)[C@@H]2[C@H]2C=CC=NN21 | 0 |
| S=C(Nc1ccccc1)N1CCN(C(=S)Nc2ccccc2)CC1 | 2 |
| O=S(=O)(O)Oc1c[nH]c2ccccc12 | 5 |
| C[C@H]1CC[C@H]2C(=O)N[C@H](Cc3ccccc3)C(=O)N2[C@@H]1c1ccccc1 | 0 |
| COc1ccc2c(c1)CCNC2Cc1ccc(OC)c(O)c1 (configuration not stated) | 3 |
| CC(=O)C1=C(O)C(=O)N(CCCN2CCOCC2)C1c1ccccc1[N+](=O)[O-] (configuration not stated) | -6 |
| O=C(CN1N=C(c2ccc(Cl)cc2)CCC1=O)NCc1cccs1 | 1 |
| CCOc1ccc(C2C=C(c3ccc(C)cc3)Nc3ncnn32)cc1 (configuration not stated) | -2 |
| CC(=O)Nc1ccc(S(=O)(=O)NCC2CCC(C(=O)NCCCOC(C)C)CC2)cc1 (configuration not stated) | 2 |
| COc1ccc(C(=O)Oc2c(CN3CCOCC3)cc(Cl)c3cccnc23)cc1OC | 1 |

NR2E3 ag, hit marks shown above.
| smiles | NR2E3 ag |
| --- | --- |
| CCCCc1ccc(C2C(C#N)=C(N)SC(N)=C2C#N)s1 | 42* |

Next section:
| smiles | NR2E3 ag |
| --- | --- |
| COc1cc(/C=C(\C#N)C(=O)Nc2cccc3ncccc23)ccc1O | 3 |
| Cn1c(SCC(=O)O)nnc1-c1ccc2ncccc2c1 | 0 |
| Cc1noc(/C=C/N(C)C)c1S(=O)(=O)N(C)CC(=O)N1CCc2ccccc21 | -2 |
| Nc1ccc(Cc2nc3cc4ccccc4cc3[nH]2)cc1 | -1 |
| O=C(N/N=C/c1sc(N2CCOCC2)nc1-c1ccccc1)c1ccccc1F | 0 |
| Cc1occc1C(=O)N=Nc1c(O)[nH]c2ccc(Br)cc12 | -4 |
| COc1ccc(C2C=C(c3ccc(Cl)cc3)Nc3nc(NC(C)=O)nn32)cc1 (configuration not stated) | -1 |
| COc1ccc2c(c1)O[C@@H](c1cccc(C(F)(F)F)c1)[C@H](OC(=O)Nc1ccc(OC(F)F)cc1)C2=O | 4 |

Reprinted at random: five records from the list, in no set order.
| smiles | NR2E3 ag |
| --- | --- |
| O=C(N/N=C/c1sc(N2CCOCC2)nc1-c1ccccc1)c1ccccc1F | 0 |
| Cn1c(SCC(=O)O)nnc1-c1ccc2ncccc2c1 | 0 |
| Nc1ccc(Cc2nc3cc4ccccc4cc3[nH]2)cc1 | -1 |
| COc1ccc(C2C=C(c3ccc(Cl)cc3)Nc3nc(NC(C)=O)nn32)cc1 (configuration not stated) | -1 |
| Cc1occc1C(=O)N=Nc1c(O)[nH]c2ccc(Br)cc12 | -4 |

A portion of the library. The share of hits here may be higher or lower than overall.
